Runt-SMMHC FRET: inhibitors of human RUNX1 Runt domain binding to CBFb-SMMHC | AID 1434 | 220,000 tested, 0.74% active | Q01196+Q13951 | inhibition, % at 20 µM | Cerulean-Runt/Venus-CBFb-SMMHC FRET ratio 530/480, 1 h;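 active = mean inhibition across duplicate retests at 20 µM reaching about 50%, limit read from the data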;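 note: 0% = DMSO wells and 100% = wells with excess untagged CBFb-SMMHC; inhibitors lower the FRET ratio by blocking Runt binding to CBFb-SMMHC; some results filed as inactive read as strong as hits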
Target sequence (Q01196 whole entry, looked up, the tested form may be a part): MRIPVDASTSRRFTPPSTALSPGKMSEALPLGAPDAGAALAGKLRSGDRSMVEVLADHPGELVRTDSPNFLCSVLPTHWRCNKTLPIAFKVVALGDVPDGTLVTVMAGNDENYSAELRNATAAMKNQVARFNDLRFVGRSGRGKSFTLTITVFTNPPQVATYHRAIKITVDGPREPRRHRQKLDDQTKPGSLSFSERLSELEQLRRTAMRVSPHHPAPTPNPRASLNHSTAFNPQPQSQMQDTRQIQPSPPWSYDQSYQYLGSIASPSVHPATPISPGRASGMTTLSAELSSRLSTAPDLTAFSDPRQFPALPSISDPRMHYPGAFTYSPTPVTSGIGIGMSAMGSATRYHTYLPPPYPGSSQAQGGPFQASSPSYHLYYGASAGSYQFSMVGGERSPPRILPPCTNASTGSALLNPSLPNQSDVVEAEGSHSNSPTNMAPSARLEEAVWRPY
Target sequence (Q13951 whole entry, looked up, the tested form may be a part): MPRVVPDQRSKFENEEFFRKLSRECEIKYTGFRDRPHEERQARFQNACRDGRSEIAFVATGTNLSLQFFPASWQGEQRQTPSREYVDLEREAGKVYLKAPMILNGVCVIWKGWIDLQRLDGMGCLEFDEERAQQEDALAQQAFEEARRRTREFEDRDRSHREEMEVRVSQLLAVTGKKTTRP
CHOP inhibitor: inhibitors of CHOP induction in ER stress response; inhibition, % at 10 µM; 220,000 tested, 3.8% active; CHO-K1 CHOP-promoter luciferase, tunicamycin-induced, 15-18 h;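 active = compounds that reduced the stress-induced luciferase reporter signal by more than about 70% of percent inhibition, limit read from the data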;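 note: 0% = tunicamycin plus vehicle and 100% = wells without tunicamycin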
zfTRPN1 agonist: zebrafish TRPN1 (NompC) channel agonism. HEK293 zebrafish TRPN1-YFP, Fluo-8 calcium fluorescence; 100% = response to 87 µM carbachol. 220,000 tested, 0.18% active. AID 1424. activation, % at 3 µM;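 active = activation above its plate's cutoff, the mean activation of test wells on that plate plus 3 SD, cut at about 19% in these data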;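 note: 0% = DMSO alone and 100% = 87 µM carbachol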
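Material: zebrafish TRPN1-YFP in HEK293 cells; Doses: single test compound dose, 3 µM nominal, 0.3% DMSO; Timing: dye loading 1 h at 37 °C, then 30 min room temperature; Technique: intracellular calcium fluorescence with Fluo-8; Benchmarks: high carbachol 87 µM, low DMSO alone.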
MDM2 E3 inh: inhibitors of human Mdm2 E3 ubiquitin ligase | Q00987 | cell-based MDM2 ubiquitination luciferase reporter, 2 h; 0 = plate control, 100 = twice control, blank-subtracted | signal enhancement, % at 5 µM | 210,000 tested, 0.11% active;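 active = signal enhancement of 30% or more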;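 note: luminescence tracks abundance of the self-degrading MDM2-luciferase fusion protein; higher signal means inhibition of MDM2 E3 ligase activity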
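Assay system: stable mammalian line carrying autodegrading MDM2–luciferase fusion reporter; Input: 2000 cells in each well; Compound dosing: single-point 5 µM; Schedule: 2 h compound exposure at 37 °C; Signal: SteadyLite luciferase luminescence after 15 min room-temperature reagent incubation; Evaluation: % luminescence enhancement versus blank-corrected plate control mean; Benchmarks: plate controls and plate blanks.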
PPC-1+TRAIL kill: kills PPC-1 cancer cells in the presence of TRAIL; PPC-1 cells + TRAIL, ATPLite viability luminescence; cell killing (% activity), % at 4 µM; 220,000 tested, 0.41% active;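 active = cell killing above 50% in the first pass at 4 µM, then a duplicate retest at 5 µM averaging 50% or more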;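 note: plate controls were cells with TRAIL plus DMSO for no effect and medium-only wells lacking cells for full effect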
TNF death inh: TNF-alpha cell death inhibition in Jurkat FADD-/- cells; Jurkat FADD-/- TNF necroptosis rescue, ATP luminescence, 24 h; 0 = TNF only, 100 = no-TNF cells; activation (protection from cell death), % at 10 µM; 220,000 tested, 0.068% active;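 active = activation, meaning protection from cell death, of at least 50% relative to plate controls; inactive = activation below 50%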;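 note: necroptosis triggered by 40 ng/mL TNF-alpha added together with compound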
TRPML3 ag: agonists of human TRPML3 channel; Q8TDD5; HEK293 TRPML3-YFP, Fluo-8 calcium fluorescence; 100% = the carbachol control signal; activation, % at 3 µM; 220,000 tested, 0.29% active;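 active = activation above its plate's cutoff, the mean activation of the plate's test wells plus 3 SD, cut at about 12% in these data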;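 note: 0% = DMSO only wells and 100% = carbachol wells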
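Test system – HEK293 line with stable expression of human TRPML3-YFP channel · Control set – carbachol 87 µM final as high control (100%), DMSO as low control (0%) · Signal – Fluo-8 calcium dye fluorescence, ex 470-495, em 515-575 nm · Incubation – 1-h 37 °C dye load, 5-s basal, 120-s post-compound reads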
EBV gp42 block: blocks Epstein-Barr virus glycoprotein 42 binding; Q1HVG2; Fluorescence polarization binding assay, mP read-out; inhibition, % (tested at 21.74 µM); 220,000 tested, 0.42% active; AID 1085; in the data active = inhibition above about 50%
p47phox inh: p47phox (human) inhibition; AID 1274; 220,000 tested, 0.53% active; p47phox/p22phox peptide binding, fluorescence polarization, 2 h; inhibition, % at 24.7 µM;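 active = inhibition above about 30%, limit read from the data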;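 note: 0% = p47phox with labelled peptide and 100% = labelled peptide alone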
Target sequence (P14598 whole entry, looked up): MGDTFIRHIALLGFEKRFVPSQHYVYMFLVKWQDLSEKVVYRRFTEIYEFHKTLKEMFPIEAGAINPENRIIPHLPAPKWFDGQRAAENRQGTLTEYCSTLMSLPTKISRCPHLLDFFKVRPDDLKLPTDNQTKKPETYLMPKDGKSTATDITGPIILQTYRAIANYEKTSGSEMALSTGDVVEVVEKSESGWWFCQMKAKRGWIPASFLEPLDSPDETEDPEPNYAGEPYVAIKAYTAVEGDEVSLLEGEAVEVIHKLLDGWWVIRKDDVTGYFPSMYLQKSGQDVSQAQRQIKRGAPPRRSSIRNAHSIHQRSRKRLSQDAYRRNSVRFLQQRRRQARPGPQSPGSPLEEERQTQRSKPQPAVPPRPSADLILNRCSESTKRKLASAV
* marks the source's active call; other numbers are inactive results; x = no result given.

| Molecule | Runt-SMMHC FRET | CHOP inhibitor | zfTRPN1 agonist | MDM2 E3 inh | PPC-1+TRAIL kill | TNF death inh | TRPML3 ag | EBV gp42 block | p47phox inh |
| --- | --- | --- | --- | --- | --- | --- | --- | --- | --- |
| COc1ccc(C(=O)OC(COc2ccccc2)Cn2ccnc2)cc1 (centres undefined) | 0 | 16 | 0.5 | 2 | -9 | 5.4 | 1.0 | 5 | 12 |
| CCOCC(=O)Nc1cccc(SC)c1 | -3 | -3 | 0.7 | -3 | 19 | 0.7 | 1.0 | 2 | -1 |
| CCN(CC)C(=O)CCCSc1nnc(Nc2ccccc2F)s1 | 1 | 11 | 4.4 | -10 | -1 | 0.2 | 0.8 | -16 | 1 |
| Cc1nc2nc(C)c(CCC(=O)N3CCN(c4ccccc4)CC3)c(C)n2n1 | -2 | -13 | -0.4 | -9 | -20 | 0.7 | 0.4 | -8 | 38* |
| COc1ccc(N2CCN(Cc3cc(=O)oc4cc(C)c(Cl)c(C)c34)CC2)cc1 | 0 | 20 | -0.7 | -6 | 20 | -1.3 | 0.0 | -12 | -25 |
| CC1=C(C(=O)Nc2ccccc2)C(c2ccc3c(c2)OCO3)C2=C(CCCC2=O)N1 (centres undefined) | -5 | -5 | -0.6 | 9 | 25 | -1.6 | -0.4 | -8 | -3 |
| CSc1ccc(C#N)cc1NC(=O)c1cccnc1Cl | -1 | 25 | -0.2 | -37 | -8 | 1.5 | 0.9 | -4 | -11 |
| COC(=O)c1ccc2nc(-c3ccc(S(C)(=O)=O)cc3)cn2c1 | -2 | -31 | 1.2 | -9 | 4 | 1.6 | 0.8 | -2 | 10 |
| CC1=C/C(=N\Nc2ccccc2[N+](=O)[O-])CC(C)(C)C1 | -4 | 28 | 0.0 | -5 | -9 | -0.2 | 0.8 | -8 | -1 |
| O=C(COc1ccccc1)N1CCN(c2nnc(-c3ccccc3)c3ccccc23)CC1 | 4 | 29 | -0.5 | -1 | 6 | -1.7 | -0.6 | -13 | -26 |
| O=C(O)CSCc1nc2ccccc2[nH]1 | -2 | 0 | 1.9 | -13 | 3 | -0.3 | -0.1 | -7 | 0 |
| COC(=O)c1ccccc1OCC(=O)N1CCN(c2ccc(F)cc2)CC1 | -2 | 11 | 0.3 | -11 | 7 | -2.0 | -0.2 | -9 | -18 |
| O=C(NCc1nc2ccccc2[nH]1)C1=C[C@H](c2ccccc2)C[C@H](OCCCCO)O1 | 2 | 20 | x | 7 | 4 | 1.2 | x | -13 | -10 |
| O=C(Nc1ccc2ccccc2c1)c1onc2c1CCCC2 | 0 | 41 | -1.6 | -54 | -12 | -3.6 | -0.5 | 2 | -1 |
| COC(=O)c1cccnc1NC(=S)NC(C)C | 1 | 2 | 0.9 | -20 | -16 | 0.1 | -0.4 | -2 | 0 |

p47phox inh, what is marked active above.
Compound	Runt-SMMHC FRET	CHOP inhibitor	MDM2 E3 inh	TRPML3 ag	EBV gp42 block	p47phox inh
Cc1nc2nc(C)c(CCC(=O)N3CCN(c4ccccc4)CC3)c(C)n2n1	-2	-13	-9	0.4	-8	38*

The list goes on:
| Molecule | Runt-SMMHC FRET | CHOP inhibitor | zfTRPN1 agonist | MDM2 E3 inh | PPC-1+TRAIL kill | TNF death inh | TRPML3 ag | EBV gp42 block | p47phox inh |
| --- | --- | --- | --- | --- | --- | --- | --- | --- | --- |
| Cc1ccc(-c2nnc(CSc3nncn3N)o2)cc1 | 1 | 18 | 0.5 | -2 | 9 | -1.8 | 0.9 | 0 | -12 |
| Cc1ccc(-c2noc(-c3ccoc3C)n2)cc1 | -7 | 51 | 0.8 | -12 | 38 | 0.1 | 0.9 | -1 | 0 |
| COc1ccccc1/C=N/NC(=O)c1ccc(=O)n(C)c1 | -2 | -12 | 1.6 | 4 | 4 | -0.1 | 0.8 | -2 | -4 |
| Cc1cc(CSc2ccccc2)ccc1NC(=O)c1cccc([N+](=O)[O-])c1 | -22 | 58 | 0.6 | -7 | 17 | -2.4 | -0.1 | -12 | -20 |
| CN(C)c1ccc(-c2cccc(C3CC=CC4C3C(=O)N(Cc3ccccc3)C4c3ccc4ccccc4c3)c2)cc1 (centres undefined) | -1 | 9 | x | 8 | 3 | -4.8 | x | -11 | -28 |
| COc1ccc(Cn2c(SCC(=O)NCc3ccco3)nc3ccsc3c2=O)cc1 | 0 | -22 | -0.9 | -6 | -10 | 0.5 | -0.9 | -21 | -8 |
| O=C(COC(=O)c1cc[n+]([O-])cc1)Nc1ccc2c(c1)OCCO2 | -2 | 7 | 1.1 | -6 | 3 | 0.2 | 0.8 | -15 | -5 |
| COc1ccccc1-c1nn2c(-c3ccco3)nnc2s1 | 7 | -66 | -0.9 | 1 | 19 | -3.6 | -1.1 | -19 | -14 |
| COc1ccc(N2C(=O)CCC(C(=O)N3CCCCCC3)C2c2ccc(OC)c(OC)c2)cc1 (centres undefined) | 0 | 11 | 1.9 | 6 | 12 | -0.6 | 0.3 | -4 | -3 |
| CC1(NC(=O)CC[N+](C)(C)CCO)CS(=O)(=O)CC1S(=O)(=O)[O-] (centres undefined) | -8 | -14 | -0.8 | -8 | -11 | 1.2 | 0.7 | -8 | 0 |
| CCc1cc2c(NCCO)ncnc2s1 | -3 | 1 | 1.3 | -12 | 7 | -1.9 | 0.8 | -9 | -5 |
| NS(=O)(=O)c1ccc(CNC(=O)/C=C/c2ccccc2[N+](=O)[O-])cc1 | 0 | 10 | -0.4 | -12 | 0 | -0.6 | 0.2 | 2 | -2 |
| O=C(CSc1nnc(-c2ccc(S(=O)(=O)N3CCCC3)cc2)o1)NCc1ccco1 | -4 | 1 | 0.2 | -23 | -15 | 2.0 | 0.6 | 13 | -14 |
| S=C(NC1CCCCC1)N1CCN(C2CCCCC2)CC1 | -2 | 2 | 0.6 | x | 26 | 2.4 | 0.7 | -11 | 5 |
| COC(=O)c1c(C)n(-c2ccc(OC)cc2)c2ccc(O)cc12 | 4 | 74* | -2.5 | 3 | 19 | -1.0 | -0.7 | -9 | -10 |
| CN(C)S(=O)(=O)c1ccc(C(=O)OCc2nnc(-c3ccccc3)o2)cc1 | 2 | -12 | 1.1 | -6 | -1 | 2.1 | 2.5 | -21 | 0 |
| CCN1CCN(C(=O)Cn2ncc3c2-c2ccccc2OC3)CC1 | 2 | -6 | 1.3 | -6 | 9 | 0.3 | 1.4 | -3 | -12 |
| OC[C@H]1O[C@@H](n2cnc3c(NC4CCCC4)ncnc32)[C@H](O)[C@@H]1O | 0 | 24 | -0.8 | x | 3 | -6.4 | 1.0 | -15 | -1 |
| Cc1nc(-c2c(C(F)(F)F)noc2-c2ccc(O)cc2O)cs1 | 0 | 54 | 1.9 | -9 | 2 | -2.3 | 0.6 | -2 | -13 |
| CCOC(=O)c1nc(N)sc1C(=O)OCC | -1 | 3 | -1.4 | -4 | 24 | 0.4 | -0.1 | -18 | 8 |
| O=C(CCN1CCN(c2ccccc2F)CC1)c1ccc(Br)cc1 | 21 | -9 | 0.7 | -11 | -1 | 1.8 | 0.0 | 13 | 6 |
| COc1ccccc1S(=O)(=O)Cc1ccc(C(=O)N2CCCC2)o1 | -3 | 48 | 1.2 | -2 | 6 | -0.4 | 0.2 | -3 | -6 |
| O=C(Cc1ccccc1)NCCC1=CCCCC1 | -2 | 13 | 0.6 | -1 | -6 | 5.0 | 0.3 | -10 | -7 |
| CC1CCCN(c2ccc(C(=O)Nc3nnc(C4CC4)s3)cc2[N+](=O)[O-])C1 (centres undefined) | -4 | 68 | 1.1 | -14 | -2 | 1.5 | 0.6 | -2 | 0 |
| CC1Cc2ccccc2N1C(=O)Cn1cnc2ccccc2c1=O (centres undefined) | 6 | 19 | 3.6 | 6 | 26 | 5.7 | 0.8 | -3 | -6 |
| CCOc1ccc(NC(=O)CSc2nnnn2CC(=O)O)cc1 | -8 | -32 | -0.1 | -4 | 17 | -0.9 | 1.3 | -17 | -2 |
| Cc1cccc(NC2SC(=O)N(c3ccccc3)C2=O)c1 (centres undefined) | 1 | 27 | -1.2 | -17 | 13 | 0.6 | -0.4 | 6 | -9 |
| Nc1ccc(-c2nc3ccc(N)cc3[nH]2)cc1 | 6 | 23 | -0.8 | -17 | 8 | -2.4 | 0.3 | -9 | -8 |
| CC1CCC(NC(=S)NCCN(C)C)CC1 (centres undefined) | -1 | -11 | 1.1 | -6 | 24 | 0.3 | 1.3 | -5 | -8 |
| COC(=O)C(CC(C)C)NC(=O)CNC(=O)c1ccccc1C (centres undefined) | -1 | 8 | -1.0 | x | 5 | -0.2 | -0.1 | -30 | -11 |
| Fc1ccc(C2CC(c3ccccc3)Nc3ncnn32)cc1 (centres undefined) | -7 | -13 | 1.9 | -15 | 11 | 0.3 | 0.6 | -5 | 9 |
| COc1ccc(N2CCN(C(=O)c3ccc4c(c3)[nH]c(=S)n3c5ccccc5nc43)CC2)cc1 | 9 | 73* | 0.6 | 1 | -2 | 1.2 | -0.7 | -4 | 1 |
| Cc1ccc(NC(=O)CSc2nc3c([nH]c4ccccc43)c(=O)n2C)cc1 | 3 | 58 | 0.5 | -18 | 18 | 1.4 | 0.0 | 0 | 7 |
| CCOC(=O)N1CCc2c(sc(NC(=O)CN(CC)CC)c2C#N)C1 | 1 | -6 | -0.3 | -12 | 13 | 0.1 | 1.1 | -9 | -4 |
| C/C(=N\OCC(=O)Nn1c(=O)[nH]c2ccccc2c1=O)c1cccs1 | 0 | 1 | 1.9 | -10 | 0 | 0.2 | -0.1 | 3 | 174* |
| Nc1nnc(-c2cccc([N+](=O)[O-])c2)o1 | 2 | -10 | -1.3 | -13 | 17 | 2.6 | -0.2 | 0 | -2 |
| Cc1ccc2c(CSc3nnc(C4CC4)n3N)cc(=O)oc2c1 | 2 | 32 | 0.1 | -2 | -13 | 0.4 | -0.1 | 0 | -11 |
| O=C(Nc1cccc(O)c1)c1noc2c1CCc1ccccc1-2 | -5 | 54 | 0.0 | -56 | 7 | -6.4 | 0.4 | 1 | -359 |
| OCC1CCCCN1C(=S)Nc1ccc(Cl)cc1Cl (centres undefined) | 2 | 25 | -2.8 | 5 | -1 | -0.5 | 0.8 | 1 | 4 |
| Cc1ccc(N/C=C/C(=O)c2ccc(C)cc2)cc1 | -1 | -12 | -0.6 | 3 | 24 | 0.5 | 1.2 | -23 | -6 |
| Clc1ccc2nc(-c3ccccc3)c(CN3CCOCC3)n2c1 | 5 | -12 | -1.1 | -8 | -33 | -0.9 | -0.4 | -10 | 4 |
| Cc1c(C)c(C)c(C(=O)C2CCN(c3ccc([N+](=O)[O-])cn3)CC2)c(C)c1C | -6 | 16 | 0.2 | -15 | -4 | -2.6 | 0.4 | -18 | -9 |
| COc1ccc(CN2CCC(C(=O)NCCc3ccc(OC)c(OC)c3)CC2)c(OC)c1 | 1 | 9 | -0.6 | -1 | 6 | 0.6 | 0.3 | 2 | -5 |
| Cc1ccc(C(=O)Nc2cc([N+](=O)[O-])ccc2F)s1 | 0 | -6 | -0.5 | 6 | 27 | 0.0 | 0.3 | -12 | 3 |
